Screening data deposited in PubChem BioAssay by several laboratories.
PMI inhibitors: inhibitors of human PMI, primary screen, biochemical, fluorescence intensity, coupled assay (AID 1209) | purified PMI enzyme, coupled fluorescence intensity; higher % means a stronger effect | hit rate 0.42% among 190,000 | Mannose-6-phosphate isomerase (Homo sapiens) | inhibition, % at 20 µM, or IC50 in µM where a hit was titrated;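 also: plate controls were DMSO vehicle for no effect and wells lacking substrate for full effect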
T cell modulator: modulators of CD8 T cell-vesicle binding, primary screen, mouse 2C CD8+ T cells, flow cytometry; calls only at 7 µM; hit rate 0.068% among 330,000; 2C CD8+ T cell-vesicle binding; active compounds read low;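 active = response, share of CD8 T cells binding vesicles, and their 90th percentile fluorescence all below set limits, cut at about 80% in these data, passing the limit was not always enough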
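Also added: QL9-peptide-loaded Drosophila micro-vesicles bearing Ld, ICAM-1 and B7-1; Test system: purified 2C TCR transgenic mouse naive CD8+ T cells; Measured by: cytometric PE anti-B7-1 and Alexa647 anti-CD8 signals after 1% paraformaldehyde fixation; Timing: binding step 1.5 h, 37 °C, antibody labelling 20 min, ice.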
M1AAP inhibition: P. falciparum M1AAP inhibitors, biochemical, fluorogenic H-Leu-NHMec substrate, 1536-well (AID 1445) | hit rate 0.42% among 220,000 | one-dose inhibition, % at 30 µM; IC50 in µM for titrated hits | recombinant M1AAP, H-Leu-NHMec fluorogenic kinetic assay; higher % means a stronger effect;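 active = primary inhibition above the hit cutoff, then over 50% inhibition at one or more dose response concentrations, cut at about 23% in these data, passing the limit was not always enough; inconclusive = conflicting primary data, or primary hits not chosen for dose response; inactive = low primary inhibition, or under 50% at every dose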;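 also: plate controls were DMSO full reaction for no effect and no enzyme background for full effect; strong numbers were not always called active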
RSV CPE inhibition: RSV antiviral activity via CPE protection, HEp-2 cells, primary 10 µM value included (AID 2391). HEp-2 cells, RSV-induced CPE inhibition; higher % means a stronger effect. CPE inhibition, % at 10 µM, or IC50 in µM where a hit was titrated. hit rate 0.13% among 310,000; in the data active = a potency from the dose series; inconclusive = CPE inhibition mostly from about 23% at the one dose, without a potency; inactive = the rest, 99 in 100 with CPE inhibition below about 21%; also: strong numbers were not always called active
M17LAP inhibition: P. falciparum M17LAP inhibitors, primary screen, biochemical, fluorogenic H-Leu-NHMec substrate, 1536-well (AID 1619) | recombinant M17LAP, H-Leu-NHMec fluorogenic kinetic assay; higher % means a stronger effect | inhibition, % at 30 µM; hits with a dose series show IC50 in µM | hit rate 0.38% among 220,000;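 active = compound inhibiting the enzyme by more than half at any dose during confirmatory dose-response retesting; inconclusive = strong single-dose inhibitors picked by rank but not retested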;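 also: plate controls were full reaction with DMSO carrier for no effect and no enzyme background for full effect; strong numbers were not always called active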
PMI inhibition: human PMI inhibitors, high substrate, primary screen, biochemical, fluorescence intensity, high mannose 6-phosphate (AID 1220); Mannose-6-phosphate isomerase (Homo sapiens); inhibition, % at 20 µM; hits with a dose series show IC50 in µM; recombinant PMI enzyme, coupled fluorescence intensity; higher % means a stronger effect; hit rate 0.66% among 190,000
UTI89 phage lysis: inhibition of K1F phage lysis, E. coli UTI89, bacterial capsule biogenesis inhibitors, alamar blue (AID 488966); E. coli UTI89 K1F phage lysis, alamar blue, 2 h; higher % means a stronger effect; one-dose inhibition, % at 100 µM; IC50 in µM for titrated hits; hit rate 0.02% among 340,000;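 active = phage lysis inhibition, versus mean bacterial control, above a set limit; inconclusive = no clear call, values can overlap the other calls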;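 also: capsule biogenesis inhibitors block K1F phage lysis so surviving cells raise fluorescence; higher fluorescence means more inhibition of phage lysis; actives were called in the ten point dose series up to 300 µM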
TNAP activation fold: human TNAP enzyme activators, primary screen, biochemical, luminescent, no phosphate acceptor, uHTS (AID 1001); one-dose activation fold at 20 µM; EC50 in µM for titrated hits; purified TNAP, luminescent activation assay, no phosphate acceptor; higher activation fold means a stronger effect; hit rate 0.03% among 200,000; in the data active = activation fold from about 3, or a potency from the dose series; inactive = the rest, 99 in 100 with activation fold below about 1.6; also: many of its hits are not listed in these tables
West Nile virus CPE: West Nile virus antiviral activity, cell-based, CPE readout (AID 1621); West Nile virus-infected cells, CPE inhibition; higher % means a stronger effect; CPE inhibition, % at 10 µM; hits with a dose series show IC50 in µM; hit rate 0.02% among 290,000; in the data active = a potency from the dose series; inconclusive = CPE inhibition mostly from about 3.7% at the one dose, without a potency; inactive = the rest, 99 in 100 with CPE inhibition below about 2.2%; also: strong numbers were not always called active
T cell modulator vesicle-bound %: also measured in T cell modulator; calls as there; double positive events, %; measured here: CD8+ vesicle-bound cell fraction;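 binding gate set so that unloaded-vesicle control wells show 10% double positive cells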
Starred values were filed as active, the others as inactive; i = inactive; ? = inconclusive; . = not tested or not shown; [ ] = another dose, or the depositor's remark. Rule as the data show it, unless noted: active = inhibition above about 50%; inactive = the rest. Compounds were not picked by outcome; 1.5% or so of the library scored in one or more.

entry	canonical_smiles	PMI inhibition	T cell modulator	M17LAP inhibition	TNAP activation fold	T cell modulator vesicle-bound %	UTI89 phage lysis	West Nile virus CPE	PMI inhibitors	RSV CPE inhibition	M1AAP inhibition
1	CC(C)(C)OC(=O)NCC(=O)N1CCC(C(=O)O)CC1	3.9%	i	-5.2%	1.1	25.3	-0.5%	0.3%	-9.4%	2.5%	2.2%
2	c1csc(-c2cc(N3CCCCC3)c3ccccc3n2)c1	.	i	.	.	51.6	0.2%	-0.3%	.	3.9%	.
3	N#Cc1cccnc1Oc1ccccc1	.	i	5.5%	.	31.6	0.8%	-0.1%	.	2.0%	4.1%
4	O=C(COc1ccc2c3c(c(=O)oc2c1)CCCC3)NCCCN1CCCC1=O	.	i	.	.	7.1	0.2%	-1.0%	.	2.4%	.
5	CCc1nnc(NC(=O)C2Cc3ccccc3CN2S(=O)(=O)c2ccc(C)cc2)s1 (stereo not drawn)	13.1%	i	9.2%	1	22.0	-0.2%	-0.1%	11.6%	?	18.3%
6	CC/C(O)=C(\C#N)c1nnc2n1CCCCC2	-2.1%	i	21.6%	0.9	13.0	7.1%	0.2%	0.3%	0.0%	-4.0%
7	C/C(=N\NC(=O)c1cccnc1)c1ccc(-n2ccnc2)cc1	9.0%	i	1.0%	1.1	33.3	0.2%	-0.3%	2.2%	0.0%	3.0%
8	COCCn1nnnc1CN1CCN(c2cccc(C(F)(F)F)c2)CC1	-24.0%	i	15.7%	1.1	43.9	-0.3%[50 µM]	0.0%	-11.2%	1.9%	6.9%
9	CC1(C)CC2=C(CO1)C(=S)NC(c1ccccc1)N2CC1CCCO1 (stereo not drawn)	.	i	5.0%	.	23.5	-1.6%	0.0%	.	1.0%	5.2%
10	O=C(NCC1CC1)c1cc([N+](=O)[O-])cc([N+](=O)[O-])c1	.	i	.	.	27.6	0.3%	-0.1%	.	0.1%	.
11	O=C(Nc1ccccc1)c1ccc(NCC2CCCO2)c(S(=O)(=O)N2CCOCC2)c1 (stereo not drawn)	-0.5%	i	10.1%	1.1	27.8	1.6%	1.3%	1.7%	1.6%	10.6%
12	CCCC(NC(=O)c1c(C)noc1C)C12CC3CC(CC(C3)C1)C2 (stereo not drawn)	-3.9%	i	1.8%	1.1	26.7	0.1%	-0.7%	-4.4%	2.9%	0.3%
13	O=C(O)c1ccc(N=NN2CCCCCC2)cc1	-8.9%	i	32.1%	1.1	22.1	0.2%[50 µM]	0.0%	6.6%	0.7%	4.2%
14	CC(NC(=O)C12CC3CC(C)(CC(C)(C3)C1)C2)c1ccncc1 (stereo not drawn)	.	i	.	.	60.1	-0.1%	-0.4%	.	0.9%	.
15	C/C=C/c1ccc(OCC(O)CNCCc2ccc(OC)cc2)c(OC)c1 (stereo not drawn)	.	i	.	.	30.1	0.3%	-0.4%	.	0.3%	.
16	Cc1ccc(C(=O)N2CCN(c3cc(=O)[nH]nc3-c3ccccc3)CC2)cc1	5.8%	i	12.9%	1.1	38.0	-0.1%	-0.4%	5.4%	1.5%	2.6%
17	Cc1cc(C)n2nc(SCc3ccccc3C(=O)O)nc2n1	.	i	.	.	9.5	0.1%	-0.2%	.	3.6%	.
18	COc1ccc(CC(=O)NNC(=O)CCc2ccccc2)cc1	4.5%	i	5.3%	1.1	53.3	-0.2%	-0.1%	10.0%	1.4%	5.7%
19	COc1cc(NS(=O)(=O)c2c(C)[nH]c(C)c2C(=O)N2CCCCC2)cc(OC)c1OC	.	i	.	.	8.9	-0.1%	-0.1%	.	-0.8%	.
20	COc1ccc(/C(O)=C2\C(=O)C(=O)N(CCN(C)C)C2c2cccc(OC)c2OC)cc1Cl (stereo not drawn)	-46.9%	i	-7.2%	1.1	30.3	i	-0.7%	-42.4%	1.4%	-10.1%
21	O=C(CCCC(=O)OCC(=O)NC1CCCC1)Nc1ccccn1	0.2%	i	-6.8%	1.1	32.7	0.1%	0.4%	-1.2%	1.5%	5.0%
22	Cc1ccc2c(c1)N(CCC(=O)NCCCN1CCCC1)C(=O)C(C)O2 (stereo not drawn)	.	i	.	.	50.5	0.2%	-0.1%	.	0.5%	.
23	O=C(NCCCCCCNC(=O)NCc1ccco1)NCc1ccco1	-5.5%	i	18.8%	1	31.7	.	.	2.1%	2.4%	3.5%
24	CCOC(=O)c1cnc2sc3c(n2c1=O)CCCC3	18.9%	i	-195.4%	1.1	15.2	0.4%	0.9%	10.1%	1.3%	21.3%
25	CCCn1c(=O)c(C(=O)NNS(=O)(=O)c2ccc(C)cc2)c(O)c2ccccc21	-5.7%	i	-7.1%	1.4	5.3	2.2%[50 µM]	-0.5%	-9.5%	3.4%	6.5%
26	O=C(NCc1ccc(F)cc1)c1c2c(nc3ccccc13)CCN(Cc1ccccc1)C2	-0.2%	i	4.8%	1	30.1	2.8%	-0.5%	9.2%	1.3%	-2.6%
27	CN(C)S(=O)(=O)c1ccc(C(=O)NCC(C)(C)N2CCOCC2)cc1	.	i	1.8%	.	51.8	0.2%	0.0%	.	0.2%	-3.6%
28	O=C(CCc1ccccc1)Nc1nncs1	0.8%	i	5.5%	1.1	58.1	0.6%	0.0%	1.7%	4.7%	-6.2%
29	Cc1cccc(Cl)c1OCCCN1CCOCC1	.	i	.	.	51.3	1.3%	0.0%	.	-0.3%	.
30	CCc1ccc(NC(=O)C2CCCN(S(=O)(=O)c3cccnc3)C2)cc1 (stereo not drawn)	.	i	.	.	5.1	0.3%	-0.4%	.	6.0%	.
31	O=C(COC(=O)CNC(=O)c1cccc([N+](=O)[O-])c1)Nc1nc2ccccc2s1	5.1%	i	9.6%	1	42.4	-1.4%	0.6%	2.6%	2.1%	8.2%
32	COc1ccc(C(=O)CSc2nnc(C(CO)NC(=O)c3ccc(OC)cc3)n2C)cc1 (stereo not drawn)	-6.8%	i	8.8%	1.1	52.8	0.5%	-0.1%	-3.8%	0.5%	-0.5%
33	COc1ccc(Cl)cc1NC(=S)N1CC(C)OC(C)C1 (stereo not drawn)	.	i	.	.	5.1	0.6%[50 µM]	0.4%	.	1.4%	.
34	Cc1ccc(NC2CCCN(C(=O)c3ccc4nccnc4c3)C2)cc1C (stereo not drawn)	.	i	.	.	63.0	0.1%	-0.2%	.	1.5%	.
35	CCCn1c(NCc2ccco2)nc2ccccc21	3.9%	i	8.2%	1.1	32.3	5.3%	-0.3%	12.0%	-0.7%	-6.8%
36	COC(=O)CSc1nnc(COc2ccc3ccccc3c2)o1	.	i	.	.	49.0	1.5%	0.1%	.	2.2%	.
37	C=CCOc1cccc(C(=O)N(C)C2CCCN(Cc3ccccc3F)C2)c1 (stereo not drawn)	.	i	.	.	62.7	-0.4%	-1.7%	.	0.2%	.
38	O=C1c2ccccc2-c2nc3ccccc3nc21	-56.2%	i	2.0%	1.1	23.0	0.1%	0.3%	-24.4%	-0.6%	2.8%
39	COc1ccc(OC)c(N(C(=O)c2ccco2)C(C(=O)NC2CCCC2)c2ccc(N3CCOCC3)cc2)c1 (stereo not drawn)	.	i	.	.	21.6	0.0%	-0.4%	.	1.3%	.
40	O=C(NCc1ccc(CNC(=O)c2ccco2)cc1)c1ccco1	.	i	.	.	68.9	-0.1%	-0.8%	.	1.6%	.
41	COc1ccc(OCC(=O)NNC(=O)c2cccc(C)c2)cc1	-2.7%	i	-2.1%	2.6	61.1	1.7%	0.3%	1.4%	1.1%	-1.6%
42	O=[N+]([O-])c1ccc2c(c1)C(N1CCOCC1)/C(=C/COc1ccc(F)cc1)O2 (stereo not drawn)	11.9%	i	6.9%	1.1	21.0	1.2%	-0.3%	11.7%	4.3%	4.7%
43	O=C(Nc1ccc2c(c1)OCCO2)c1cc2sccc2n1Cc1ccc(F)cc1	16.8%	i	2.2%	1.1	20.5	1.1%	-0.3%	17.8%	?	3.3%
44	CC(C)NC(=O)N1CCCN(c2nc3ccc(Cl)cc3s2)CC1	.	i	5.5%	.	20.0	-0.2%	-1.2%	.	2.1%	3.5%
45	O=C(c1ccccc1-n1cccn1)N1CCc2c([nH]c3ccccc23)C1c1ccccn1 (stereo not drawn)	-1.0%	i	-0.8%	1.1	51.4	.	-0.8%	6.2%	1.3%	-1.8%
46	COc1cccc2cc(C(=O)Nc3cc(Cl)ccc3N3CCOCC3)c(=O)oc12	.	i	.	.	17.3	0.1%	0.7%	.	0.1%	.
47	CC(=O)Nc1ccc(NC(=O)CSc2nnc(COc3ccccc3C)n2CC2CCCO2)cc1 (stereo not drawn)	0.4%	i	9.1%	1.1	52.5	0.0%	0.0%	-4.6%	-0.8%	6.6%
48	COc1ccc(/C=C(/C#N)C(=O)Nc2cccnc2)cc1OC	8.7%	i	-2.5%	1	45.3	-2.4%	-0.5%	7.6%	2.7%	4.4%
49	O=C(Nc1c2c(nn1-c1cccc(Cl)c1)CS(=O)(=O)C2)c1ccc2c(c1)OCO2	.	i	.	.	16.1	1.5%	-0.1%	.	0.6%	.
50	COc1ccccc1C(=O)Nc1ccnn1C1CCN(Cc2ccn[nH]2)CC1	.	i	.	.	6.2	0.3%[50 µM]	0.2%	.	-0.3%	.
51	Cc1nn(-c2ccc([N+](=O)[O-])cc2)c2c1C(c1ccc(OC(F)F)cc1)N1C(=N2)C(=O)Nc2ccccc21 (stereo not drawn)	4.7%	i	-3.8%	0.9	22.9	-0.2%	1.7%	10.3%	6.4%	-2.5%
52	COc1cccc(CN2CCN(C3CCN(c4ccccc4F)CC3)CC2CCO)c1 (stereo not drawn)	-2.6%	i	3.4%	1	15.1	0.3%	-1.1%	3.4%	-2.2%	7.1%
53	CCOc1cc(NC(=S)NCCc2ccccc2)c(OCC)cc1NC(C)=O	.	i	7.8%	1	23.0	0.4%	0.0%	.	-0.1%	1.3%
